N-glyco inh = increase of ERlucT glycosylation luciferase signal, primary screen, N-linked glycosylation inhibitor project, D54 ERlucT cells, luminescence, set 2 | D54 ERlucT glycosylation luciferase reporter, 24 h; percent of 100 nM tunicamycin response | reporter increase, % at 12.5 µM | 360,000 tested, 0.23% active | AID 588692, 2011;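 active means mean luciferase reporter signal, scaled so untreated is 0 and the glycosylation-blocking control 100, at or above a set limit in every replicate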;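 further: luciferase carries N-glycosylation sites so blocking glycosylation raises the light; 0% = median of neutral control wells and 100% = median of 100 nM tunicamycin wells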
NCOA2 inhibitor = inhibition of GAL4-SRC2 driven luciferase reporter, primary screen, SRC2 inhibitor project, cell-based, luminescence | Nuclear receptor coactivator 2 (Homo sapiens), Q15596 | HEK293 GAL4-SRC2 luciferase reporter | inhibition, % at 9 µM | 370,000 tested, 0.17% active | AID 651957, 2012;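 active means inhibition above the mean inhibition of all tested compounds plus 3 SD, set per campaign, cut at about 52% in these data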;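 further: 0% = DMSO treated cells and 100% = cells given Gossypol at 36 µM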
ABHD5 PLIN5 PPI = ABHD5-PLIN5 interaction inhibitors, primary screen, cell lysate, split luciferase complementation, luminescence; inhibition, % at 4 µM; Split G. princeps luciferase complementation, 4 h; Perilipin-5 (Homo sapiens) + 1-acylglycerol-3-phosphate O-acyltransferase ABHD5 (Homo …; AID 602281, 2012; 360,000 tested, 0.78% active;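 active means inhibition above the mean inhibition across every tested compound plus 3 SD, cut at about 22% in these data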;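 further: 0% = DMSO only wells and the 100% control is not disclosed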
Target sequence (Q00G26 whole entry, looked up): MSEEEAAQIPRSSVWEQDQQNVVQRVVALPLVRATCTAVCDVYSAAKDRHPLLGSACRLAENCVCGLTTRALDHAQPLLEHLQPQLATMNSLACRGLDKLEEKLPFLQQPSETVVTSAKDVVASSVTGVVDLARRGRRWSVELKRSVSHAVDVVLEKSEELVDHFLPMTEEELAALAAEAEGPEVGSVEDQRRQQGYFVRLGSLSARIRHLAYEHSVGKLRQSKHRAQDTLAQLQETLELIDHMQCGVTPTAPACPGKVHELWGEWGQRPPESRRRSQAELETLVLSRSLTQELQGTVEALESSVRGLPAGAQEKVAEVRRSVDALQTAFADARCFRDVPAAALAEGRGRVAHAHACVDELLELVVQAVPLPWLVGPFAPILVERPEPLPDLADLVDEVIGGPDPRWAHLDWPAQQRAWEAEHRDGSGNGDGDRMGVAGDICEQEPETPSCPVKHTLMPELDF
Target sequence (Q8WTS1 whole entry, looked up): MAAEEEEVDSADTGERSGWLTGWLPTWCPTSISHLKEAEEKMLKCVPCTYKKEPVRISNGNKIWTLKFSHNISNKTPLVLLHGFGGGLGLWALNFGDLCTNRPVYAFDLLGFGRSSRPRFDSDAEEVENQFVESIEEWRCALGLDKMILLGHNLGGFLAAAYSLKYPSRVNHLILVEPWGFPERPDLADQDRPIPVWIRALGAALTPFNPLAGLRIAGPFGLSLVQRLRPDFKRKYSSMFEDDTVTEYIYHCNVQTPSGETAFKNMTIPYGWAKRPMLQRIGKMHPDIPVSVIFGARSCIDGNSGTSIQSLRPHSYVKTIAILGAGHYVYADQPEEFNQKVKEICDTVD
NOD2-RIPK2 inh = NOD2-RIPK2 binding disruptors in cells, primary screen, fluorescence, CHO cells, BLA complementation | Receptor-interacting serine/threonine-protein kinase 2 (Homo sapiens), O43353 | CCF4 ratio | inhibition, % at 4.98 µM | 360,000 tested, 0.38% active; in the data active means inhibition above about 21%;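 further: 0% = vehicle only and 100% = reference blocker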
TLR9-MyD88 block = inhibitors of TLR9-MyD88 association in cells, primary screen, cell-based, CHO, BLA complementation, fluorescence. CCF4 FRET ratio. Toll-like receptor 9 (Homo sapiens) + Myeloid differentiation primary response protein …. AID 504734, 2011. inhibition, % at 4.98 µM. 340,000 tested, 0.21% active;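 active means inhibition above the mean over all tested compounds plus 3 SD, cut at about 21% in these data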;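 further: 0% = DMSO only wells and 100% = clavulanate BLA inhibitor control wells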
Cardio protect = cardioprotection against H2O2-induced cell death, primary screen, uHTS, H9c2 cells, ATPLite luminescence; H9c2 cardiomyocytes, H2O2 injury protection, 2 h; protection from H2O2 cell death, % at 20 µM; 360,000 tested, 0.63% active; AID 588492, 2011;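 active means compounds giving at least 50% protection of heart cells from peroxide-induced death in the single-dose screen, raw or plate-pattern-corrected value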;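 further: 0% = DMSO wells with peroxide and 100% = DMSO wells without peroxide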
MC4R antagonist = MC4R antagonists of cAMP signaling, primary screen, cell-based, TR-FRET, antagonist arm of biased-ligand search; Melanocortin receptor 4 (Homo sapiens), P32245; MC4R-expressing cells, MTII-stimulated cAMP, LANCE TR-FRET; inhibition, % at 6.5 µM; 360,000 tested, 0.48% active; AID 540295, 2011;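 active means inhibition above its plate's cutoff, the mean of tested wells on that plate plus 3 SD, cut at about 29% in these data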;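 further: 0% = Melanotan II alone and 100% = Melanotan II plus saturating MCL0020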
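Test system: U2OS cells stably expressing human melanocortin 4 receptor (MC4R); also added: Melanotan II challenge; compound: 6.5 µM single dose; timing: 30-min compound preincubation, 1-h Melanotan II challenge, 1-h detection, room temperature; signal: Eu-cAMP/anti-cAMP TR-FRET, emission 671 nm; repeats: one well per compound, no replicates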
MC4R ag barr = MC4R agonists recruiting beta-arrestin, primary screen, cell-based, luminescence, agonist arm of biased-ligand search; Melanocortin receptor 4 (Homo sapiens), P32245; U2OS MC4R beta-arrestin complementation; percent of melanotan II response, DMSO zero; activation, % at 8.9 µM; 360,000 tested, 0.98% active;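 active means activation above a per-plate cutoff, the mean activation of sample wells on that plate plus 3 SD, cut at about 8% in these data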
HTR2A ag = mouse Htr2a agonists via beta-arrestin recruitment, primary screen, cell-based, luminescence. 5-hydroxytryptamine receptor 2A (Mus musculus), P35363. CHO-K1 mHTR2A beta-arrestin complementation; percent of 30 µM serotonin response. activation, % at 7.6 µM. 360,000 tested, 0.66% active. AID 624169, 2012;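 active means activation above a run cutoff, the mean activation of all tested compounds plus 3 SD, cut at about 14% in these data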;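 further: 0% = plate median of compound wells and 100% = 30 µM serotonin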
ABCB6 inh 2 = ABCB6 transporter inhibitors, primary screen, K562-ABCB6 cells, flow cytometry, MLPCN library. K562-ABCB6 porphyrin accumulation, 1 h; hits give low values. ATP-binding cassette sub-family B member 6 (Homo sapiens), Q9NP58. fluorescence ratio to DMSO, % at 10 µM. 360,000 tested, 0.19% active. AID 602162, 2011;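 active means fluorescence ratio to DMSO below 75%, the collection mean minus 3 SD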;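 further: signal is porphyrin accumulated inside mitochondria; 100% equals median channel fluorescence of DMSO control wells; lower ratio means ABCB6 inhibition with less porphyrin fluorescence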
* marks the source's active call; other numbers are inactive results; · = not tested or not shown.

cpd	SMILES	MC4R antagonist	TLR9-MyD88 block	MC4R ag barr	ABHD5 PLIN5 PPI	N-glyco inh	ABCB6 inh 2	NOD2-RIPK2 inh	NCOA2 inhibitor	Cardio protect	HTR2A ag
1	CCOc1ccccc1OCCCC(=O)N(CC)CC(=O)Nc1ccc(NC(C)=O)cc1	-1	-4	-2.0	-2	1	97	-2	-6	0	0
2	O=C1CSc2ccc(S(=O)(=O)NCc3ccccc3)cc2N1	1	-7	-1.0	2	2	101	-7	-13	0	1
3	CCCOc1ccc(CCc2n[nH]c(=S)n2Cc2ccccc2)cc1	0	-3	7.6	-13	-1	94	8	8	-4	-4
4	CN(C)c1ccc(C(=O)Nc2ccc(S(=O)(=O)NC3=NCCCCC3)cc2)cc1	3	-13	-1.2	1	-3	99	-2	-9	-2	-3
5	COc1ccc(NC(=O)COC(=O)c2ccc(-n3cnnn3)cc2)c([N+](=O)[O-])c1	7	5	-0.7	-4	0	101	2	25	2	0
6	COc1ccc(/C=C/C(=O)C23CC4CC(CC(C4)C2)C3)cc1CN1CCOCC1	10	-4	-2.2	5	-2	100	-11	28	-1	-3
7	O=C(Nc1c2c(nn1-c1ccc(F)cc1)CS(=O)C2)c1ccc(Br)o1 (configuration not stated)	13	-15	-1.7	0	1	99	-8	-1	-3	-6
8	CC(NC(=O)c1cccc(C(F)(F)F)c1)C(c1ccccc1)N1CCOCC1 (configuration not stated)	4	6	-1.1	0	-2	98	3	6	1	4
9	COc1ccc(C2CC(=O)C3=C(C2)Nc2ccccc2N(C(=O)CCC(=O)O)C3c2ccc(F)cc2)cc1 (configuration not stated)	24	-5	0.9	3	0	98	-4	-10	0	3
10	O=S(=O)(c1ccc(F)c(F)c1)N1CCN(CCc2ccccc2)CC1	5	-8	3.7	-5	-1	101	-4	-12	1	-11
11	O=c1cc(O)c2ccccc2[nH]1	4	3	-1.3	2	2	101	-1	9	1	2
12	O=C(Nc1ccccn1)N1CCOCC1	1	-5	-1.6	-7	1	94	-7	-2	0	-3
13	O=C(COc1ccccc1O)N1CCN(C(=O)c2ccco2)CC1	0	7	2.0	4	3	101	13	-8	-2	10
14	CC(C)(C)N(Cc1ccccc1)C(=O)COC(=O)/C=C/c1ccc2c(c1)OCO2	19	-3	-0.3	4	2	98	2	-4	-5	-3
15	O=C(c1ccco1)N1CCC(c2ccccc2)C1 (configuration not stated)	1	-6	-1.3	4	0	94	7	-25	2	1
16	CC(=O)n1cc([C@@H]2C=C(C(=O)O)O[C@H](OCc3ccc(CO)cc3)C2)c2ccccc21	2	-4	0.5	0	2	97	0	-23	8	-6
17	CCOC(=O)CNC(=O)Cn1cnc2c(cnn2-c2ccc(C)cc2)c1=O	7	-2	-0.9	8	3	98	-1	7	8	0
18	N#CC1=C(N)Oc2n[nH]c(-c3cccs3)c2C1c1ccccc1C(=O)O (configuration not stated)	6	1	-0.9	-8	2	99	-3	4	5	0
19	CN(CC(=O)Nc1cccc(F)c1)C(=O)c1cc(-c2ccco2)nc2ccccc12	5	-3	2.6	13	2	94	0	16	7	-5
20	O=C(Nc1cnccn1)c1cccnc1	6	13	-2.2	-3	5	96	8	-13	2	3
21	CCc1ccc(-c2cc(C)no2)cc1S(=O)(=O)N1CCC(C)CC1	-3	-2	-0.8	-2	-4	98	12	2	-12	-5
22	O=C(CC1OC(=O)c2ccccc21)Nc1ccc(Cl)c(S(=O)(=O)N2CCCCC2)c1 (configuration not stated)	5	-3	-0.3	6	-1	94	-13	3	-9	0
23	CCOC(=O)c1c(-c2ccc(F)cc2)cn2ccccc12	10	1	6.2	-17	2	104	-11	-5	-9	0
24	CCOc1ccccc1NC(=O)CSc1nnc(CNC(=O)c2cccs2)o1	2	0	0.0	0	4	100	4	-12	3	1
25	O=C(COc1ccc(F)c(Cl)c1)c1ccc[nH]1	10	2	-2.4	-1	2	91	-12	3	5	-1
26	CCC(C(=O)N1CCOCC1)n1c2ccccc2c2nc(=O)cc(C)n21 (configuration not stated)	9	-11	-1.0	9	3	99	-7	2	-1	4
27	CCOC(=O)[C@]12CCCC=C1N(Cc1ccco1)C(=O)[C@H](CC(=O)NCCCCc1ccccc1)C2	·	·	·	3	·	94	-2	16	·	-3
28	c1cc2c(cc1C1=Nn3c(nnc3C3CCCCC3)SC1)OCO2	-3	-9	1.2	-4	13	100	-6	-11	2	-6
29	O=C(Cn1cc(C(=O)C(F)(F)F)c2cc(Br)ccc21)N1CCOCC1	11	0	1.9	15	1	97	0	-17	4	-7
30	O=C(/C=C/[C@H]1O[C@@H](n2ccc(=O)[nH]c2=O)[C@H](O)[C@@H]1O)NC1CCN(Cc2ccccc2)C1 (some centres not stated)	·	·	·	-3	2	101	-10	-6	7	-4
31	Cc1nc2sc3c(c2c(=O)[nH]1)CCC3	4	-6	-2.8	-2	2	100	3	16	40	-1
32	Cc1cc(C)c2[nH]c(=O)c(=O)[nH]c2c1	-1	4	-1.3	1	1	99	0	-3	8	1
33	CCn1c(=N)n(CC(=O)C23CC4CC(CC(C4)C2)C3)c2ccccc21	-1	8	-0.9	-6	-3	112	-6	9	-28	-10
34	Cc1ccc(F)c(S(=O)(=O)NC(=O)C2(C)CCN2C(=O)CCc2ccccc2)c1 (configuration not stated)	-8	·	-0.8	3	1	99	-10	-2	-1	10
35	CC1(C(=O)O)Cc2ccccc2C(=O)O1 (configuration not stated)	8	-10	-1.1	-2	3	98	-9	6	-2	2
36	O=C(O)c1ccccc1SCc1ccc2c(c1)OCO2	6	8	-1.7	0	-2	113	5	-2	7	0
37	CC(=O)NNc1cc(=O)c2c(=O)n(C)c(=O)n(C)c2[nH]1	2	-10	-1.6	-2	1	100	8	-11	-1	1
38	Cc1ccc(NC(=O)c2cccs2)cc1	13	5	0.5	0	-2	100	-5	-30	-14	-5
39	Cc1ccc(S(=O)(=O)N2CCN(C(=O)COC(=O)CCOc3cc(C)ccc3C)CC2)cc1	0	8	1.7	10	-1	92	0	-9	-8	7
40	COc1ccc(OC)c(-c2cc(C(=O)Nc3cc(C)n(Cc4ccc(Cl)cc4)n3)no2)c1	-1	-4	0.5	-7	3	118	-3	-1	-4	2
41	COC(=O)c1cc(NC(=O)Nc2ccccc2)ccc1Cl	12	-11	7.5	0	-1	96	-2	-13	-8	-2
42	O=C(COC(=O)c1ccccc1NC(=O)c1ccco1)Nc1ccc2c(c1)OC(F)(F)O2	5	-9	10*	-2	0	89	-2	-3	-11	2
43	COC(=O)c1sc(NC(=O)CSc2nncs2)c(C(=O)OC)c1C	1	2	-2.2	1	7	92	-7	-14	6	-1
44	NC(=O)CC(c1ccccc1)c1ccco1 (configuration not stated)	-1	5	-0.9	-4	0	92	-4	-8	-4	1
45	COc1cc(NC(=O)COc2cc(C)cc3oc(=O)c(C)c(C)c23)cc(OC)c1OC	11	-5	-0.4	5	9	94	1	-13	-3	5
46	COc1ccc(C(C)NC(=S)NC2CCCC2)cc1OC (configuration not stated)	10	-5	-1.5	-3	0	103	9	-10	2	-2
47	O=C(CCC1CCCCC1)Nc1c2c(nn1-c1ccc(F)cc1)CS(=O)C2 (configuration not stated)	8	2	1.0	0	-2	100	3	0	4	1
48	Cc1cc(NC(=O)CSc2nccn2-c2cccc(F)c2)no1	8	0	0.8	-6	2	92	-8	1	7	6
49	CCCCNC(=O)OC1CC2CC1[C@H]1CCCCN1C2=O (some centres not stated)	·	·	·	-8	·	96	-4	-19	·	-2
50	O=C1C2C(C(=O)N1c1ccncc1)C1C=CC2C12CC2 (configuration not stated)	1	-5	1.0	-6	0	97	4	-13	-4	2
51	CN(Cc1ccccc1)C(=O)C1CCN(S(=O)(=O)c2cccc3nonc23)CC1	5	-6	0.5	-6	-2	80	3	-2	0	-1
52	O=C(CC(=O)NCc1cccnc1)NCc1cccnc1	7	-9	-1.7	-2	0	90	-12	-1	13	-1
53	CC(C)c1nnc(SCC(=O)NC(C)(C)C)n1C	8	-1	3.1	11	2	95	-19	-23	8	10
54	COc1ccccc1NC(=O)C1CCCN(S(=O)(=O)c2cnc[nH]2)C1 (configuration not stated)	-1	2	1.9	-7	2	99	-1	-17	0	-7
55	CCSc1nccc(-c2nn(-c3ccc(C)cc3)ccc2=O)n1	-6	-2	-1.5	-6	21	95	-12	31	13	-10
56	Cc1ccc(S(=O)(=O)N2CCC(=O)N([C@H](COC(=O)Nc3ccccc3)Cc3ccccc3)CC2)cc1	·	·	·	-7	·	102	-10	-3	·	-3
57	N#Cc1cc(-c2ccccc2)cnc1Sc1ccccc1	-2	2	-2.4	-7	-3	96	-1	7	-10	-7
58	OCCN(Cc1ccccc1)CC1CC=CCC1 (configuration not stated)	2	-12	-0.6	-1	1	95	-12	0	-1	-4
59	O=C(NCc1ccccn1)Nc1cc(Cl)ccc1Cl	1	0	-1.2	0	2	92	-1	0	-3	-3
60	CCNC(=S)NNC(=O)c1ccccn1	15	3	-2.0	6	11	100	-10	12	16	0

(next part)
cpd	SMILES	MC4R antagonist	TLR9-MyD88 block	MC4R ag barr	ABHD5 PLIN5 PPI	N-glyco inh	ABCB6 inh 2	NOD2-RIPK2 inh	NCOA2 inhibitor	Cardio protect	HTR2A ag
61	Cc1ccc(-c2nnc(SCC#N)n2N)cc1	3	-4	-1.9	4	1	97	-2	-2	8	-3
62	O=C(O)C1CCCN(S(=O)(=O)c2ccc(Br)cc2)C1 (configuration not stated)	4	1	-0.8	0	0	98	1	-18	1	-5
63	CC(=O)c1c(C)[nH]c(C(=O)OCc2ccc(Br)cc2)c1C	3	2	-2.7	-1	1	93	1	-22	-15	-4
64	NC(=O)c1nsc(C(=O)N(CC(=O)NC2CCCCC2)c2ccc(Cl)cc2)c1N	6	-2	2.8	6	1	101	-13	-16	-1	8
65	COc1cc(/C=C/C(=O)c2ccc(O)cc2)ccc1OCC#N	-12	-2	-0.5	18	0	93	-6	25	8	1
66	CC(=O)Nc1cccc(/C(C)=N/NC(=O)c2ccc(Cl)cc2Cl)c1	3	-3	-0.6	-1	0	99	-2	5	-4	2
67	O=C(NNc1nc2cc3c(cc2s1)OCO3)c1ccccc1	5	8	-0.9	-3	1	98	-9	-38	11	5

Screens: PubChem BioAssay, several laboratories

An excerpt. The share of hits here may be higher or lower than overall.
